# High-throughput results as filed in PubChem BioAssay.
# AmpC detergent – inhibitors of E. coli AmpC beta-lactamase with detergent; P00811; AmpC hydrolysis of nitrocefin, absorbance 480 nm, 0.01% Triton; 370,000 compounds, 0.041% hits; Potency, µM (highest dose often 114 µM), for the others: at the top dose activity change, negative = inhibition, most hits filed as inhibitors;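 note: potency is the fitted concentration of half-maximal effect; 0% = no-compound wells and -100% = no-enzyme wells; nearly all actives have a fitted effect of over 25% in size; some results filed as inactive show a strong effect at the top dose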
# Target sequence (P00811 whole entry, looked up): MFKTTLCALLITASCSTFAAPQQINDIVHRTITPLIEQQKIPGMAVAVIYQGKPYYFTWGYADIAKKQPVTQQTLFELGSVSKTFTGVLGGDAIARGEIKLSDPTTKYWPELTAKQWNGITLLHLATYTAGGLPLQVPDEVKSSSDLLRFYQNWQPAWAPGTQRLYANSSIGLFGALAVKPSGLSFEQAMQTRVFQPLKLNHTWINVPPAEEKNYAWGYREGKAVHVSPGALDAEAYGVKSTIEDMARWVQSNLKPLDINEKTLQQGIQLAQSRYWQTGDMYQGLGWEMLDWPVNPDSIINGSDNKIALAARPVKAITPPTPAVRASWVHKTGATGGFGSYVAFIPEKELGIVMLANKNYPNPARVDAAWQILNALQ
#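 AmpC (5.3 nM in the dispensed reagent) in 20 mM phosphate pH 7.0 with 0.01% (detergent screen) or 0.0001% Triton X-100 was preincubated with compounds for 15 min at room temperature. Nitrocefin was then added from an 800 uM solution, and hydrolysis was followed at 480 nm.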
# Sm TGR inh – S. mansoni TGR enzyme inhibition. purified TGR, DTNB reduction, TNB absorbance 405 nm. Potency, µM (titrated, usually from 114 µM), inactives show at the top dose activity change, negative = inhibition, usual class: inhibitors. 360,000 compounds, 3% hits. AID 485364; note: potency is the fitted concentration of half-maximal effect; nearly all actives have a fitted effect of over 60% in size
#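 Kinetic colorimetric format: TGR-catalysed, NADPH-driven DTNB reduction monitored via TNB absorbance. Enzyme dispensed at 20 nM; compound exposure 15 min at room temperature before reaction start.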
# HCMV inh – inhibitors of human cytomegalovirus | HFF cells, HCMV-luciferase reporter, 72 h; active compounds read low | activity change, negative = inhibition, % at 57.5 µM | 410,000 compounds, 4.5% hits | AID 1259415; in the data active = activity change below about -60%; inconclusive = no clear call, values can overlap the other calls; inactive = above about -39%
#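 Two compound doses tested in HFFs infected with HCMV-luciferase, MOI 1 PFU/cell, 72 h at 37C. Lysate luminescence read with OneGlo; data normalized against buffer-only and 10uM Salinomycin inhibitor controls.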
# HCV inhibitor – blocks hepatitis C virus; Huh7.5.1 HCVcc-Cre infection, luciferase reporter, 44 h; Potency, µM (series often up to 41.8 µM), for inactives: at the highest dose activity change, negative = inhibition, usual class: inhibitors; 340,000 compounds, 3.4% hits; note: potency is the fitted concentration of half-maximal effect
#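 Cells (1,000/well) were plated 4 h before compound, then infected with HCVcc-Cre virus (~0.5 moi). After 44 h further culture, infection was read as luciferase luminescence following a 15 min substrate incubation at room temperature.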
# Giardia FBPA inh – blocks Giardia fructose-bisphosphate aldolase activity | A8B2U2 | purified Giardia FBPA | 290,000 compounds, 0.71% hits | AID 2451 | Potency, µM (titrated, usually from 59.6 µM), inactives show at the top dose activity, negative = inhibition, actives largely listed as inhibitors; note: potency is the fitted concentration of half-maximal effect; nearly all actives have a fitted effect of over 55% in size
# Target sequence (A8B2U2 whole entry, looked up): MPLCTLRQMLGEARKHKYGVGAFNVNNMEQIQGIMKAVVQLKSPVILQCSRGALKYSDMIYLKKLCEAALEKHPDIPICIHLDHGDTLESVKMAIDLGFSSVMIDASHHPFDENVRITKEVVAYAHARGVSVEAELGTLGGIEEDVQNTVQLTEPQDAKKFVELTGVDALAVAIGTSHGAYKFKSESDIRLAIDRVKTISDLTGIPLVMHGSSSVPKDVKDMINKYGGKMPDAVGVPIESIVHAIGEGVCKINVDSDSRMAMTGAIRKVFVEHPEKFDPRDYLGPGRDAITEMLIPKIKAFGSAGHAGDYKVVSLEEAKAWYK
#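 40 nM FBPA preincubated 10 min at RT with compound (up to 57.5 uM final), then substrate plus GAPDH/TPI/NAD/arsenate coupling and diaphorase/resazurin added. Fluorescence read after 20 min at RT, 525/598 nm.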
# AmpC no deterg – inhibitors of E. coli AmpC beta-lactamase without detergent; P00811; AmpC nitrocefin hydrolysis, absorbance 480 nm, 0.0001% Triton; Potency, µM (top dose mostly 57.1 µM), without a hit: at the top dose activity change, negative = inhibition, most hits filed as inhibitors; 330,000 compounds, 0.52% hits; AID 485341;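 note: potency is the fitted concentration of half-maximal effect; plate controls were no compound for no effect and no enzyme for full effect; nearly all actives have a fitted effect of over 20% in size; some results filed as inactive show a strong effect at the top dose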
#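 20 mM phosphate pH 7.0 + 0.01% (detergent screen) or 0.0001% Triton X-100; 5.3 nM AmpC reagent; cpd preinc 15 min RT; nitrocefin (800 uM stock) to start; A480 q20 s × 4 min; Activity was normalised to no-enzyme and no-compound control wells.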
# The depositor's hits bear a star; ? = inconclusive; nt = no result given; & = joins results of further samples; [ ] = another dose, or the depositor's remark. Unless noted, calls come from the whole dose curve; as a rule, active = well fitted curve in the direction sought with a large enough effect; inconclusive = small, poorly fitted or top-dose-only effect, or another doubt; inactive = no such curve, though single readings can be large; an effect the other way counts as inactive or inconclusive. Unless noted, % is set by controls: 0 for no effect and ±100 for the full control effect.
SMILES,AmpC detergent,Sm TGR inh,HCMV inh,HCV inhibitor,Giardia FBPA inh,AmpC no deterg
CC(=O)Nc1nonc1-c1nnc(SCc2ccc(C)cc2)n1C,1%,-6%,34,nt,nt,nt
CCn1nnc2cc(C(=O)N(CCOC)CC(=O)Nc3cccc(C)c3C)ccc21,3%,?,-8,20%,nt,-20%
CCOP(=O)(OCC)C(NC(=O)c1ccc(C)cc1)=C(Cl)Cl,?,-2%,-21,6%,5%,-11%
CC1(c2ccccc2)NC(=O)N(CC(=O)Nc2ccc(Cl)c(S(=O)(=O)N3CCCCC3)c2)C1=O (stereo unspecified),-3%,1%,-7,?,nt,14%
Cc1ccc(/C=C/C(=O)OCC(=O)NCCN2C(=O)CSC2=O)cc1,5%,0%,-15,-5%,2%,-1%
O=C(CCc1nnc2n(Cc3ccc(F)cc3)c(=O)c3ccccc3n12)N1CCN(c2ccccn2)CC1,-2%,-9%,-19,14µM*,-7%,53%
O=C(CSCc1ccc(Cl)cc1)Nc1ccc(Br)cc1C(=O)O,0%,2%,6,13%,-3%,-28%
COC(=O)C1=C(C)N(Cc2ccc(OC)cc2)C(=O)C1,-2%,-6%,-3,4%,7%,?
CC(C(=O)c1ccc2ccccc2c1)N1CCCCC1 (stereo unspecified),?,-3%,-19,12%,0%,0%
O=C(Nc1c2c(nc3c1CCC3)CCCC2)c1ccccn1,-6%,-12%,43,?,0%,-19%
COc1ccc(-c2cc3nc(C)c(CCC(=O)NC4CCCCC4)c(C)n3n2)c(OC)c1,0%,-3%,14,nt,nt,nt
COc1ccc(Cl)cc1C(=O)NCC(c1ccc(N(C)C)cc1)N1CCOCC1 (stereo unspecified),-2%,-1%,5,nt,nt,nt
CCCC(=O)NC(C)c1nc2ccccc2n1C(C)C (stereo unspecified),?,2%,-7,-12%,0%,-3%
Cc1ccccc1NC(=O)CSc1ncc2c(n1)-c1ccccc1N(C)S2(=O)=O,5%,-4%,13,nt,nt,nt
Cc1ccc(NC(=O)CSc2nc3ccccc3c(=O)n2CCC(=O)NC2CCCCC2)cc1C,7%,4%,11,nt,nt,nt
O=C(Cc1ccccc1)Nc1nc(-c2cccc([N+](=O)[O-])c2)cs1,?,-6%,-8,5%,7%,-25%
Cc1cccc(C(=O)N[C@H](C(=O)OCC(=O)NC(=O)c2cccn2C)C(C)C)c1,-13%,-4%,28,5%,-9%,-9%
Cc1ccc(/C=N/N=C2/NC(=O)C(CC(=O)Nc3ccccc3)S2)o1 (stereo unspecified),3%,-9%,-10,20%,0%,-27%
O=C1CC[C@@]23CCCN2C(=O)CCCC3C1 (stereo partly specified),nt,nt,-1,?,-1%[136 µM],-10%
O=C1C=C(c2ccc(Cl)c(C(F)(F)F)c2)C[C@@H](c2ccc(F)cc2)C1,13%,1%,12,7%,nt,-5%
Cc1nnsc1C(=O)N(Cc1ccccc1)C(C)C,5%,8%,?,23%,-2%,-27%
CCOP(=O)(OCC)C(Nc1ccc(OC)cc1)c1ccco1 (stereo unspecified),?,-2%,-34,14%,9%,2%
O=C(/C=C/c1cccs1)NNC(=O)c1cccc([N+](=O)[O-])c1,nt,nt,-19,-14%,nt,-46%
O=C(CC(C(=O)O)c1ccccc1)c1cccs1 (stereo unspecified),5%,-10%,13,25%,7%,-24%
COc1ccc(C(=O)Nc2c(Cl)cc(Cl)cc2C(=O)NCc2ccco2)cc1,-12%,-8%,22,1%,4%,-34%
COc1ccc(S(=O)(=O)N2CCC(C(=O)NCCN3CCOCC3)CC2)cc1OC,-12%,-6%,1,6%,0%,-15%
Cc1cccc(NC(=O)c2sc(NC(=O)COc3ccccc3)c(C#N)c2C)c1C,-3%,1%,3,5%,0%,-14%
Cc1ccc2[nH]c3c(c2c1)CCC3=O,-1%,5%,57,?,3%,-22%
Cc1ccccc1OCCCSc1nc2ccccc2[nH]1,-5%,0%,-70*,?,-8%,-27%
COc1ccc(C(=O)Nc2ccccc2C(=O)NCCCn2ccnc2)cc1,-8%,2%,11,9%,-6%,-21%
Cc1ccc(CNC(=O)c2cc(-c3ccc(C)cc3)nc3n[nH]c(-c4ccc(F)cc4)c23)cc1,-2%,-4%,11,nt,nt,nt
COc1ccc(OC)c(CNC(=O)c2ccc(C)c(NC(=O)C3=C(C)OCCS3)c2)c1,0%,-13%,14,?,nt,-3%
O=C(NCC12CC3CC(C1)CC(CNC(=O)N1CCCC1)(C3)C2)N1CCCC1,-4%,-11%,-17,15%,1%,4%
CCn1c(-c2cc(-c3ccc(OC(C)C)cc3)nc3ccccc23)n[nH]c1=S,-5%,0%,52,-3%,?,-17%
O=C(CCN1C(=O)C2C3CCC(C3)C2C1=O)Nc1ccc(Br)cc1 (stereo unspecified),1%,-3%,18,-17%,2%,-28%
Cc1ccccc1Nc1c(-c2ccc(Br)cc2O)nc2sccn12,-1%,0%,-39,nt,nt,nt
NC(=O)/C(=C/c1ccco1)C(N)=S,7%,?,10,0%,?,-19%
Cc1nnc(SCC(=O)N(C2CCCCC2)C2CCS(=O)(=O)C2)n1C (stereo unspecified),0%,-5%,-19,-9%,nt,-9%
CN1C(=O)[C@@H]2[C@H](C1=O)[C@@H]1C(=O)Nc3ccccc3C(=O)N1[C@@H]2c1cccc(Br)c1,2%,-8%,15,14%,nt,-12%
Cc1c(N=Cc2c(O)n(CCc3ccc(F)cc3)c(=O)[nH]c2=O)c(=O)n(-c2ccccc2)n1C,5%,-4%,-71*,11%&-22%,8%,-18%
CC(C)(C)OC(=O)NCCNC(=O)c1cccs1,6%,-4%,-4,-15%,3%,-1%
CCOC(=O)C(C)NC(=O)C(NC(=O)C1CCC(CC)CC1)C(C)C (stereo unspecified),-12%,-1%,47,-11%,0%,nt
O=C(O)CSc1nc(C(F)(F)F)cc(=O)n1-c1ccccc1,-8%,-1%,7,3%,11%,47%
O=C(CCN1C(=O)C2C3C=CC(C3)C2C1=O)N1CCN(c2cccc(Cl)c2)CC1 (stereo unspecified),3%,-20%,-20,-6%,-2%,103%[activator]
CN(C)C(=O)CSc1nnc(-c2cccnc2)n1-c1ccccc1,?,9%,1,11%,0%,-14%
CCOC(=O)c1cnc2c(-c3ccccc3)cnn2c1N,?,-25%,149,?,0%,-28%
CS(=O)(=O)NCCNc1ccc(Cl)cc1[N+](=O)[O-],3%,4%,10,2%,0%,-19%
Cc1cccc(-c2cc3c(N=O)c4ccccc4c-3n[nH]2)c1,-12%,-6%,83,11µM*,0%,-5%
COc1ccc(C2Nc3ccccc3NC3=C2C(=O)CC(C)(C)C3)c(OC)c1OC (stereo unspecified),-17%,-9%,-19,22%,-5%,3%
COc1cc(C(=O)Nc2ccc3c(c2)CCCN3C(=O)c2ccco2)c([N+](=O)[O-])cc1OC,?,-7%,-23,?,nt,3%
COC(=O)Cn1ccc2cc(S(=O)(=O)N3CCCCC3)ccc21,2%&11%,3%&5%,-38&0,4%,nt,-24%
O=C1CC(=O)NC(SCC(=O)Nc2ccccc2[N+](=O)[O-])=N1,-14%,-26%,-14,0%,-29%,-26%
CCOc1cc(C(=O)CCC(=O)OCC(=O)Nc2ccc(C)c(S(=O)(=O)N(C)C)c2)ccc1O,-1%,-12%,-18,-2%,-1%,-4%
O=C(Nc1ccc2c(c1)OCO2)c1ccc(Cl)s1,-11%,-1%,61,?,-18%,-26%
CC(C)[C@H](NS(=O)(=O)c1ccc(Cl)cc1)C(=O)OCC(=O)NCCN1C(=O)CSC1=O,-2%,15%,13,4%,-5%,31%
CCOc1c(Cl)cc(CNC(C)(C)CC(C)(C)C)cc1OC,?,-19%,-11,?,-4%,-8%
COc1ccc(Cn2cc3c(-c4ccc(F)cc4)nnc-3c3cc(OC)c(OC)cc32)cc1,-20%,-5%,14,?,7%,221%[activator]
Cc1ccc(C(=O)Nc2ncc3c(n2)CC(c2ccco2)CC3=O)cc1 (stereo unspecified),-13%,?,137,-5%,-10%,-36%
Cc1cc(NS(=O)(=O)c2cc(Cl)sc2Cl)no1,-13%,4%,136,15%,-8%,-14%
COc1ccc(Br)cc1CNC(=O)Cn1nc(C)n2cccc2c1=O,9%,1%,-38,?,nt,-9%

# Full records, looked up by structure. Values in the order: AmpC detergent | Sm TGR inh | HCMV inh | HCV inhibitor | Giardia FBPA inh | AmpC no deterg
# Entry for CCOc1c(Cl)cc(CNC(C)(C)CC(C)(C)C)cc1OC : ? | -19% | -11 | ? | -4% | -8%
# Entry for COc1ccc(Br)cc1CNC(=O)Cn1nc(C)n2cccc2c1=O : 9% | 1% | -38 | ? | nt | -9%
# Entry for CS(=O)(=O)NCCNc1ccc(Cl)cc1[N+](=O)[O-] : 3% | 4% | 10 | 2% | 0% | -19%

# Returning to the listing, starting 4 compounds before the break.
SMILES,AmpC detergent,Sm TGR inh,HCMV inh,HCV inhibitor,Giardia FBPA inh,AmpC no deterg
COc1ccc(Cn2cc3c(-c4ccc(F)cc4)nnc-3c3cc(OC)c(OC)cc32)cc1,-20%,-5%,14,?,7%,221%[activator]
Cc1ccc(C(=O)Nc2ncc3c(n2)CC(c2ccco2)CC3=O)cc1 (stereo unspecified),-13%,?,137,-5%,-10%,-36%
Cc1cc(NS(=O)(=O)c2cc(Cl)sc2Cl)no1,-13%,4%,136,15%,-8%,-14%
COc1ccc(Br)cc1CNC(=O)Cn1nc(C)n2cccc2c1=O,9%,1%,-38,?,nt,-9%
CC(=O)Nc1cccc(/C(C)=N/NC(=O)c2cccs2)c1,?,1%,68,-1%,1%,-17%
Cc1cc(C)cc(N2C(N)=NC(N)=NC2c2ccccc2F)c1 (stereo unspecified),-7%,16%,?,-13%,4%,-12%
COc1ccc(CN2CCN(C(=O)CCC(=O)c3ccc(C)s3)CC2)cc1OC,?,?,0,-2%,nt,20%
CCN(Cc1ccccc1)S(=O)(=O)c1ccc(C(=O)Nc2nnc(-c3ccccc3OC)o2)cc1,-5%,0%,-61*,7%,?,-24%
NC(=O)C1CCN(c2csc3ccc(F)cc3c2=O)CC1,0%,3%,8,nt,nt,nt
CCOC(=O)C1=C(C)N(C)C(=O)NC1c1cccc(O)c1 (stereo unspecified),-1%,5%,-30,3%,0%,-8%
Cc1cc(C)c2c(=O)[nH]n(C3CCOC(C)(C)C3)c2n1 (stereo unspecified),?,-24%,?,-1%,-10%,-5%
COc1cccc(Cn2c(=S)[nH]c3ccc(N4CCOCC4)cc3c2=O)c1,-11%,0%,-39,?,-17%,-13%
CCNC(=S)N1CCc2ccccc2C1,9%,4%,?,-5%,0%,3%
Cc1cc2ncn(CCOc3ccccc3)c2cc1C,?,-24%,16,-9%,0%,17%
O=C(CSc1nnc(-c2cccnc2)o1)NNC(=O)c1ccc(Br)cc1,8%,3%,-29,8%,?,-10%
CC1Cc2cc(/C(O)=C3/C(=O)C(=O)N(CCN4CCOCC4)C3c3ccc([N+](=O)[O-])cc3)ccc2O1 (stereo unspecified),?,-18%,?,-1%,-14%,-10%
COc1ccc(CCNC(=O)CSc2ccc(-c3cccs3)nn2)cc1OC,0%,1%,12,-18%,2%,-8%
Cc1cc(-c2ccc(Cl)cc2)c(C#N)c(N)n1,1%,-6%,71,-6%,6%,-24%
